# Bioassay records as filed in PubChem.
# CHX counter – affects cycloheximide protein synthesis inhibition readout, counter-screen; AID 2314; cell reporter, cycloheximide protein synthesis inhibition counterscreen; actives 12% (n = 300,000); max response, %; in the data active = max response mostly above about 13%, no sharp cut-off; inactive = mostly below about 14%; also: read at 38.3 µM for the half of the compounds with a filed dose; 0% is about no effect
# Pf growth 48h – P. falciparum growth inhibition at 48 hours (one generation) | actives 5.9% (n = 310,000) | P. falciparum luciferase growth in erythrocytes, 48 h | Potency, µM (top dose mostly 28.7 µM), for inactives: at the top dose activity change, negative = inhibition, most hits filed as inhibitors | AID 504832; also: potency is read from the fitted curve at half-maximal effect; % is scaled to controls: 0 for no effect and ±100 for the full control effect
#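 A one-generation exposure of luciferase-tagged malaria parasites in RPMI 1640/Albumax erythrocyte culture, 37 C and 5% CO2. Inhibition is inferred from decreased luminescence after adding detection reagent.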
# Giardia FBPA inh – blocks Giardia fructose-bisphosphate aldolase activity; A8B2U2; purified Giardia FBPA; Potency, µM (highest dose often 59.6 µM), without a hit: top-dose activity, negative = inhibition, most hits filed as inhibitors; actives 0.71% (n = 290,000); AID 2451; also: potency is read from the fitted curve at half-maximal effect; % is scaled to controls: 0 for no effect and ±100 for the full control effect; nearly all actives have a fitted effect of over 55% in size
# Target sequence (A8B2U2 whole entry, looked up): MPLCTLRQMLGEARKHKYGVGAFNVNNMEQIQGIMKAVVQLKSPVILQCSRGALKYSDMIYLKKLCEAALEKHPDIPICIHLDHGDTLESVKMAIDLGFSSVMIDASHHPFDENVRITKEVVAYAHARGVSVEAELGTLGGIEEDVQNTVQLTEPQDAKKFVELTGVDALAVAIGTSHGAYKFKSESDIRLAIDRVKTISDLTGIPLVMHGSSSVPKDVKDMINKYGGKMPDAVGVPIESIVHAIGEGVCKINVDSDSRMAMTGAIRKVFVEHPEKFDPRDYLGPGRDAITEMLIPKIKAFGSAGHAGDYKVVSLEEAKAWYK
#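 40 nM FBPA preincubated 10 min at RT with compound (up to 57.5 uM final), then substrate plus GAPDH/TPI/NAD/arsenate coupling and diaphorase/resazurin added. Fluorescence read after 20 min at RT, 525/598 nm.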
# Pf growth 96h – P. falciparum growth inhibition at 96 hours | P. falciparum luciferase reporter growth, 96 h | Potency, µM (doses to about 28.7 µM), for the others: at the top dose activity change, negative = inhibition, hits mostly inhibitors | actives 6.9% (n = 320,000); also: potency is read from the fitted curve at half-maximal effect; % is scaled to controls: 0 for no effect and ±100 for the full control effect
#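 P. falciparum expressing integrated firefly luciferase, in erythrocytes at 2% hematocrit, 0.05% parasitemia, incubated with compounds 96 h at 37 C, 5% CO2. Growth inhibition read as loss of luminescence; two-generation exposure targets delayed-death apicoplast inhibitors.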
# Sm TGR inh – inhibitors of Schistosoma mansoni thioredoxin glutathione reductase | purified TGR, DTNB reduction, TNB absorbance 405 nm | Potency, µM (series often up to 114 µM), without a hit: at the highest dose activity change, negative = inhibition, most hits filed as inhibitors | actives 3% (n = 360,000) | AID 485364; also: potency is read from the fitted curve at half-maximal effect; % is scaled to controls: 0 for no effect and ±100 for the full control effect; nearly all actives have a fitted effect of over 60% in size
#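 TGR 20 nM + NADPH 100 uM (dispensed conc.), cpd preinc 15 min RT; start with NADPH (500 uM addition) then DTNB (15 mM addition). Kinetic TNB absorbance, 405 nm filter. Four-parameter Hill fit across titration.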
# Shiga inhibitor – inhibitors of Shiga toxin in Vero cells | Vero cells, Shiga toxin protein synthesis inhibition reporter | inhibition, % at 38.7 µM | actives 9.2% (n = 290,000) | AID 2315; in the data active = inhibition mostly above about 28%, no sharp cut-off; inactive = mostly below about 43%; also: 0% is about no effect
# Numbers without * were called inactive; ? = inconclusive; nt = no result given; [ ] = another dose, or the depositor's remark. Unless noted, calls follow the shape of the dose curve; as a rule, active = well fitted curve in the direction sought with a large enough effect; inconclusive = small, poorly fitted or top-dose-only effect, or another doubt; inactive = no such curve, though single readings can be large; an effect the other way counts as inactive or inconclusive.
SMILES,CHX counter,Pf growth 48h,Giardia FBPA inh,Pf growth 96h,Sm TGR inh,Shiga inhibitor
CCOc1cc(C2/C(=C(/O)c3ccc(OC)cc3)C(=O)C(=O)N2CC2CCCO2)ccc1O (stereo not drawn),-1,7%,-5%,2%,-1%,-8
COC(=O)CSc1nnc(-c2ccc(S(=O)(=O)N3CCC(C)CC3)cc2)o1,-1,-7%,9%,-11%,-7%,-14
CCC(C(=O)OCC(=O)Nc1cccc(S(=O)(=O)NC2=NCCCCC2)c1)c1ccccc1 (stereo not drawn),-5,20%,0%,-12%,-7%,2
O=C(/C=C/Sc1ncn[nH]1)c1ccc(Cl)cc1,35*,?,-10%,?,0.79µM*,32*
CCOC(=O)C1=C(COC(=O)CNC(=O)c2ccccc2F)NC(=O)NC1C (stereo not drawn),nt,9%,nt,21%,0%,nt
CC(C)COP(=O)(c1ccc(N(C)C)cc1)C(O)c1ccc(Br)cc1 (stereo not drawn),3,?,7%,10µM*,-2%,-3
COc1ccc(/C=C/c2nnc(NC(=O)CSc3ccc(C)cc3)s2)cc1,15*,17%,-4%,?,20%,94*
COc1ccc2c(c1)nc(SCC(=O)C(C)(C)C)n2C,10,32%[activator],-16%,149%[activator],-2%,8
COc1cc(C(=O)NCCC(=O)NCc2c(F)cc(F)cc2F)cc(OC)c1OC,-2,-11%,nt,?,5%,-7
S=c1[nH]ncn1/N=C/c1cccc(Oc2ccccc2)c1,6,13%,23%,nt,-5%,12
Cc1ccc(CN2CCN(/N=C/c3ccc(C(F)(F)F)cc3)CC2)c(C)c1,-3,?,1%,13%,-2%,-8
COc1cccc(/C=C2\SC(=S)N(C(C(=O)O)c3ccccc3)C2=O)c1OC (stereo not drawn),2,13%,27%,72%[activator],-8%,1
O=C(Oc1c(-c2ccccc2)c(=O)n2c3c(cccc13)CC2)c1ccc(Cl)cc1,0,?,-5%,-3%,17%,5
CCn1c(SCC(=O)Nc2cccc(C)n2)nnc1-c1ccco1,1,-22%,-15%,0%,-26%,-20
C=CCn1c2ccccc2c2n[nH]c(=S)nc21,-2,3%,10%,?,-33%,-9
NNS(=O)(=O)c1ccc(Cc2ncc(C(F)(F)F)cc2Cl)s1,4,-1%,8%,nt,-19%,-9
Cc1c(C(c2ccccc2Cl)c2c(O)c3ccccc3oc2=O)c(=O)n(-c2ccccc2)n1C (stereo not drawn),4,10%,11%,-9%,5%,12
Cn1c(=O)c2ccccc2n(CC(=O)NC2CCCCC2)c1=O,-4,1%,-4%,6%,6%,-12
Cc1cc(C)c2c(C)c(C(=O)NCc3ccncc3)oc2c1,-2,?,1%,33%[activator],-25%,-2
COc1ccc(-c2csc(N(CCCN(C)C)C(=O)c3ccc(Br)cc3)n2)cc1,1,?,?,?,-11%,nt
CCOC(=O)C1=C(c2ccccc2)N=C2SCC(=O)N2C1c1cccc(OC)c1 (stereo not drawn),6,?,0%,-21%,15%,-12
CCCCOC(=O)CCc1n[nH]c(=O)[nH]c1=O,-6,45%[activator],-3%,?,0%,23
Cc1ccc(C(=O)N2CCN(S(=O)(=O)c3cc(Br)ccc3Br)CC2)o1,-6,-10%,nt,-9%,-9%,-7
O=C(COC(=O)c1nc(Cl)ccc1Cl)Nc1ccc(Cl)cn1,nt,?,nt,-17%,-17%,nt
O=S(=O)(Nc1ccc(S(=O)(=O)N2CCCC2)cc1)c1ccc(F)cc1,1,1%,2%,-16%,-4%,-4
Cc1ccc(CC(CC(=O)NCCc2ccc3c(c2)OCO3)C(=O)O)cc1 (stereo not drawn),3,11%,7%,nt,?,20
COc1cc(C)ccc1OCC(=O)Nc1ccccc1N1CCOCC1,nt,?,nt,?,1%,nt
CCCOc1ccc(/C(O)=C2/C(=O)C(=O)N(CCOC)C2c2cccnc2)cc1 (stereo not drawn),7,1µM*,9%,?,-4%,-10
CC(C)OCCCN(CC(O)c1ccccc1)CC(O)c1ccccc1 (stereo not drawn),3,10µM*,-14%,?,-1%,12
COc1ccccc1C(=O)Nc1ccc(Br)c2cccnc12,-2,-4%,-5%,?,-3%,9
O=C(c1ccc(Cl)s1)N1CCCC(N2CCN(c3ccc(F)cc3)CC2)C1 (stereo not drawn),18,?,-4%,-17%,4%,-3
CCCCOc1ccc(C(=O)Nc2ccncc2)cc1,26*,?,-2%,-11%,6%,94*
O=S1(=O)CCN(OCc2ccc(F)cc2Cl)CC1,-3,7%,3%,4%,-3%,20
O=C(CNC(=O)c1sc2ccccc2c1Cl)NC1CC1,13*,117%[activator],nt,98%[activator],5%,31
CCOc1ccc(CC(=O)NCc2ccc3c(c2)cc(C)n3C)cc1,15,-14%,-1%,8%,2%,-7
COc1ccccc1NC(=O)COC(=O)C1C2CC3OC(=O)C1C3C2 (stereo not drawn),3,12%,6%,31%,0%,-23

# At a glance, 3 of the compounds above:
SMILES,CHX counter,Pf growth 48h,Giardia FBPA inh,Pf growth 96h,Sm TGR inh,Shiga inhibitor
Cc1ccc(CC(CC(=O)NCCc2ccc3c(c2)OCO3)C(=O)O)cc1 (stereo not drawn),3,11%,7%,nt,?,20
COc1cc(C)ccc1OCC(=O)Nc1ccccc1N1CCOCC1,nt,?,nt,?,1%,nt
CCCOc1ccc(/C(O)=C2/C(=O)C(=O)N(CCOC)C2c2cccnc2)cc1 (stereo not drawn),7,1µM*,9%,?,-4%,-10

# Next part.
SMILES,CHX counter,Pf growth 48h,Giardia FBPA inh,Pf growth 96h,Sm TGR inh,Shiga inhibitor
COc1ccc(/C=N/NC(=O)c2ccc(N(C)S(=O)(=O)c3ccccc3)cc2)cc1,13,?,-6%,36%[activator],-6%,38
Fc1ccc2[nH]c3c(N4CCN(C5CCCCC5)CC4)ncnc3c2c1,-6,2.3µM*,0%,0%,0%,-8
CC(=O)NC(Cc1ccccc1)C(=O)OCC(=O)c1ccccc1 (stereo not drawn),-2,8%,15%,131%[activator],-5%,-1
Cc1ccccc1-c1ccc(/C=C2/SC(N3CCOCC3)=NC2=O)o1,-2,10µM*,-6%,?,?,13
O=C(Nc1nc2ccc([N+](=O)[O-])cc2s1)c1ccco1,27*,156%[activator],4%,163%[activator],-7%,44
CC(C)CCC(O)(CCC(C)C)C(=O)NNc1ccccc1,-1,2%,8%,17%,0%,14
CCN1CCN(C(=O)Nc2ccc(Cc3ccc(NC(=O)N4CCN(CC)CC4)cc3)cc2)CC1,1,?,-1%,10µM*,1%,-14
COCCN1C(=O)CC(NNC(=O)c2ccc(S(=O)(=O)N3CCCC3)cc2)C1=O (stereo not drawn),-1,-22%[5.75 µM],1%,7%,-11%,27
COc1ccc(C(=O)N/C(=C\c2cn(C)c3ccccc23)C(=O)N2CCOCC2)cc1,-2,?,nt,?,0%,9
Cc1cc2cc(CCNC(=O)c3cccc([N+](=O)[O-])c3)c(=O)[nH]c2cc1C,2,-16%,12%,?,-1%,-4
O=C1NN(c2cccc(Br)c2)C(=O)/C1=C/c1ccc(-c2cc([N+](=O)[O-])ccc2O)o1,-2,-1%,7%,100%[activator],-5%,-4
COc1ccccc1/C=C/C=N/n1c(-c2ccc(Cl)cc2)n[nH]c1=S,6,?,-28%,?,15%,22
Cc1ccc2nc(SCc3nnc(-c4ccccc4[N+](=O)[O-])o3)c(C#N)cc2c1,12,?,-6%,-4%,2%,7
CCn1c(N2CCN(C(=S)Nc3ccc(OC)cc3)CC2)nc2ccccc21,1,-15%,-13%,22%,-5%,-3
CC(C)Oc1ccc(/C(O)=C2/C(=O)C(=O)N(CCN3CCOCC3)C2c2ccccc2)cc1 (stereo not drawn),25*,-1%,27%,nt,0%,112*
CC(=O)Nc1cccc(-n2nnc(SCC(=O)Nc3ccccc3)n2)c1,12,-5%,1%,14%,4%,5
CC(=O)Nc1ccc(S(=O)(=O)Nc2nc3n(n2)C(c2ccccc2)CC(=O)N3)cc1 (stereo not drawn),-1,-3%,-1%,?,6%,29
O=c1c2sccc2n(Cc2cccc(F)c2)c(=O)n1-c1ccc(F)cc1,-3,-1%,4%,?,-5%,-9
CC(=O)Nc1ccc(OS(=O)(=O)O)cc1,-5,nt,7%,nt,nt,-5
O=C(N=C1SC2CS(=O)(=O)CC2N1c1ccc(Cl)cc1Cl)C1CCCO1 (stereo not drawn),-3,25%,12%,24%,-10%,-2
Cc1ccc(-c2ccc([C@H]3[C@H]4C=CC[C@@H](C)[C@@H]4C(=O)N3Cc3ccccc3)c(F)c2)cc1,-6,12µM*,1%,10µM*,-33%,-6
Cc1ccc(S(=O)(=O)N2CCC(C(=O)NCCCN3CCCC3=O)CC2)cc1C,-4,3%,nt,7%,0%,-14
O=C(COC(=O)C1CCN(S(=O)(=O)c2ccccc2C(F)(F)F)CC1)NCc1ccc(F)cc1,0,-2%,1%,?,0%,15
CC1CCN(c2ccc([N+](=O)[O-])c(SCCO)c2)CC1,2,1%,1%,-10%,-6%,-11
O=C(Nc1ccc(F)cc1)C1CCCO1 (stereo not drawn),2,12%,6%,13%,nt,-9
COc1ccc(CCN(C)C2CCCN(C(=O)Cn3cnnn3)C2)cc1OC (stereo not drawn),12*,-6%,0%,-10%,-2%,16
CC(C)CC1NC(=O)c2ccccc2-n2c1nc1cc(F)ccc1c2=O (stereo not drawn),nt,28%,nt,24%,3%,nt
CCOC(=O)CSc1ncccn1,1,43%[activator],0%,0%,13%,-17
Cc1ccc(S(=O)(=O)NC(=O)COc2ccccc2C(N)=O)cc1,-2,-15%,28%,17%,2%,-4
CCCn1c2ccc(C)cc2c2nnc(SCCN3CCOCC3)nc21,0,0%,6%,0%,-7%,-4
CCCc1c(C)c2cc(C)ccc2[nH]c1=O,-2,15%,-4%,9.3µM*,3%,4
Cc1c(C(=O)Nc2ccc(S(=O)(=O)Nc3ncccn3)cc2)oc2ccc(F)cc12,10,-13%,-26%,0%,4%,17
CCOc1c(CNCCCSc2nc(C)cc(C)n2)cccc1OC,-3,1%,?,?,-23%,-5
O=C(N/N=C(\c1ccccc1)c1cccnc1)c1ccc(O)cc1,8,0%,-4%,2%,7%,18
NS(=O)(=O)c1ccc(NC(=O)COC(=O)CC2Sc3ccccc3NC2=O)cc1 (stereo not drawn),nt,-2%,nt,3%,-22%,nt
CCCCNc1cc(=O)n(C)c(=O)n1C,-3,-1%,1%,nt,15%,-17

# In a second layout: results already given.
SMILES	CHX counter	Pf growth 48h	Giardia FBPA inh	Pf growth 96h	Sm TGR inh	Shiga inhibitor
COc1ccc(-c2csc(N(CCCN(C)C)C(=O)c3ccc(Br)cc3)n2)cc1	1	?	?	?	-11%	nt
CCOC(=O)C1=C(c2ccccc2)N=C2SCC(=O)N2C1c1cccc(OC)c1 (stereo not drawn)	6	?	0%	-21%	15%	-12
CCCCOC(=O)CCc1n[nH]c(=O)[nH]c1=O	-6	45%[activator]	-3%	?	0%	23
Cc1ccc(C(=O)N2CCN(S(=O)(=O)c3cc(Br)ccc3Br)CC2)o1	-6	-10%	nt	-9%	-9%	-7
O=C(COC(=O)c1nc(Cl)ccc1Cl)Nc1ccc(Cl)cn1	nt	?	nt	-17%	-17%	nt

# More structures follow:
SMILES,CHX counter,Pf growth 48h,Giardia FBPA inh,Pf growth 96h,Sm TGR inh,Shiga inhibitor
Cc1ccc(C2CC(c3cccs3)=NN2C(=O)CSc2nc(=O)n3ccc(C)cc3n2)cc1 (stereo not drawn),nt,8.3µM*,nt,?,5%,nt
COC(=O)c1ccc(/C=C2/SC(=S)N(CCC(=O)N3CCOCC3)C2=O)cc1,-9,-9%,nt,-12%,-14%,-13
CC(=O)NC1=C(C#N)C(c2ccccc2)c2c(ccc3ccccc23)O1 (stereo not drawn),5,nt,-19%,?,6%,-8
Cc1nn(-c2ccccc2)c(C)c1NC(=O)COC(=O)[C@@H](NC(=O)c1ccccc1)C(C)C,nt,-21%,nt,-5%,-1%,nt
Cc1ccc(O)c(NC(=O)c2cc(-c3ccccc3Cl)on2)c1,34*,?,12%,?,4%,78*

# Compounds were not picked by outcome; about 24% have a hit in one of these screens.
